# RECQ1 inh: qHTS Assay for Inhibitors of RecQ-Like Dna Helicase 1 (RECQ1). RECQ1 DNA unwinding, red fluorescence kinetic read. Potency, µM (series often up to 57.3 µM), for inactives: at the top dose activity, negative = inhibition, actives largely listed as inhibitors. 0.54% of 240,000 active. AID 2549, 2010;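 note: plate controls were vehicle for no effect and no enzyme for full effect; nearly all actives have a fitted effect of over 30% in size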
#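 50 nM RECQ1T1 preincubated 15 min with compound in Tris pH 8.0 buffer with MgCl2, DTT, Tween-20 and 2.5 ug/ml poly(dI-dC); started with 200 nM TAMRA/BHQ-2 forked duplex and 2 mM ATP. Unwinding read as fluorescence (525/598 nm), two reads 2 h apart.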
# GoLoco inh red: qHTS Assay for Inhibitors of RGS12 GoLoco Motif Activity (Red Fluorophore) | Guanine nucleotide-binding protein G(i) subunit alpha-1 (Homo sapiens), P63096 | Gai1:RGS12 GoLoco peptide FP, rhodamine, 10 min | Potency, µM (doses to about 61.6 µM), inactives show at the highest dose activity, negative = inhibition, most hits filed as inhibitors | 0.44% of 230,000 active | AID 880, 2007; active = well fitted inhibition curve with a large enough effect, not every such curve was filed as active; inactive = no such curve, though single readings can be large or run the other way; note: nearly all actives have a fitted effect of over 30% in size; many of its hits are not listed in these tables
# L3MBTL1 block: qHTS Assay for the Inhibitors of L3MBTL1; Lethal(3)malignant brain tumor-like protein 1 (Homo sapiens), Q9Y468; 0.66% of 230,000 active; Potency, µM (highest dose often 57.1 µM), for inactives: top-dose activity, negative = inhibition, most hits filed as inhibitors; AlphaScreen L3MBTL1–H3K9me1 peptide binding; note: nearly all actives have a fitted effect of over 60% in size
# Target sequence (Q9Y468 whole entry, looked up): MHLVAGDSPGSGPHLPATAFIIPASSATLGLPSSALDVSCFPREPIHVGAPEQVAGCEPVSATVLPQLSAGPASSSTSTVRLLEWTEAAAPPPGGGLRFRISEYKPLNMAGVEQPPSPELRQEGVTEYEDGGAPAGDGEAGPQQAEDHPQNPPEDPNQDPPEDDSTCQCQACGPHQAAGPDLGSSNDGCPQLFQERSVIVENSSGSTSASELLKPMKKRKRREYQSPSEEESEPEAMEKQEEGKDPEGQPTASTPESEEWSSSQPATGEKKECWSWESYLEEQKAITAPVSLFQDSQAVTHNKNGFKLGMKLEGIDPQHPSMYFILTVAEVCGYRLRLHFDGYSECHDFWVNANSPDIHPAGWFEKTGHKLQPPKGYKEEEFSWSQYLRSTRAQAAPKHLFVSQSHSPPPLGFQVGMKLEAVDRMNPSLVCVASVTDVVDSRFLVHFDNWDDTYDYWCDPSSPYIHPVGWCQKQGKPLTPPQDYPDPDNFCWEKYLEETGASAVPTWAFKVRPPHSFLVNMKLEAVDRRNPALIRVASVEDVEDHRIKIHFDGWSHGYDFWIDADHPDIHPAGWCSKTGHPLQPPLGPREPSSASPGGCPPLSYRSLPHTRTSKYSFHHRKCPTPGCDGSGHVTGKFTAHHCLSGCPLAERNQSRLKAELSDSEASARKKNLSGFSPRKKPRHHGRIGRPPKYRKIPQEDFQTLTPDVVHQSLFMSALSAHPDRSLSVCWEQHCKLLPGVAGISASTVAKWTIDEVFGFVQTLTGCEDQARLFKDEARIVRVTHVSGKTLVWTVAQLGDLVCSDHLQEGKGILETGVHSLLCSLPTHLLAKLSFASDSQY
#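 Displacement of a biotinylated histone H3(1-15) peptide monomethylated at Lys9 (75 nM) from L3MBTL1 (50 nM) was measured by AlphaScreen after a 30 min room-temperature compound incubation; cefsulodin titration served as intraplate control.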
# KDM4E inh: qHTS Assay for Inhibitors of Human Jumonji Domain Containing 2E (JMJD2E) | Lysine-specific demethylase 4E (Homo sapiens), B2RXH2 | AID 2147, 2009 | 1.6% of 230,000 active | JMJD2E catalytic domain, FDH-coupled NADH fluorescence (FDH is formaldehyde dehydrogenase) | Potency, µM (series often up to 57.1 µM), without a hit: at the highest dose activity change, negative = inhibition, most hits filed as inhibitors; active = well fitted inhibition curve with a large enough effect, not every such curve was filed as active; inconclusive = small, poorly fitted or top-dose-only effect, or another doubt; inactive = no such curve, though single readings can be large or run the other way;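 note: 0% = wells with enzyme and -100% = buffer wells without enzyme; nearly all actives have a fitted effect of over 50% in size; many of its hits are not listed in these tables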
# TRb-SRC2 inh: qHTS for Inhibitors of the Interaction of Thyroid Hormone Receptor and Steroid Receptor Coregulator 2 | TRbeta-SRC2 peptide binding, fluorescence polarization; receptor liganded with 1 µM T3 | Potency, µM (series often up to 106 µM), without a hit: at the top dose activity change, negative = inhibition, most hits filed as inhibitors | 0.065% of 280,000 active;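 note: plate controls were bound peptide for no effect and peptide without receptor for full effect; nearly all actives have a fitted effect of over 50% in size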
#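 Human TRb ligand-binding domain (0.6 uM) is mixed with 20 nM Texas Red SRC2 peptide and 1 uM T3; after compound addition and 5 hr at ambient temperature, polarization is measured and normalized to unbound and bound controls.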
# TR SRC2 fluor cs: Total Fluorescence Counterscreen for Inhibitors of the Interaction of Thyroid Hormone Receptor and Steroid Receptor Coregulator 2 | AID 1479, 2009 | 0.29% of 280,000 active | TRb/SRC2 Texas Red total fluorescence interference | Potency, µM (titrated, usually from 106 µM), without a hit: at the highest dose fluorescence change, negative = quenching; active = well fitted curve in either direction with a large enough effect; inconclusive = small, poorly fitted or top-dose-only effect
#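 Human TRβ ligand-binding domain (0.6 uM) and Texas Red SRC2 peptide (20 nM) in Tris buffer with 1 uM T3 and 5% DMSO were incubated with pinned compound for 5 hr at ambient temperature. Total fluorescence was computed as S + 2P (555/632 nm).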
# Tau fibril FP: qHTS for Inhibitors of Tau Fibril Formation, Fluorescence Polarization; K18 P301L tau heparin fibrillization, Alexa594 FP, 6 h; Potency, µM (highest dose often 57.7 µM), without a hit: at the highest dose activity, negative = inhibition, usual class: inhibitors; 0.39% of 280,000 active; note: nearly all actives have a fitted effect of over 55% in size
# Target sequence (P10636 561-689 P618L limits assumed): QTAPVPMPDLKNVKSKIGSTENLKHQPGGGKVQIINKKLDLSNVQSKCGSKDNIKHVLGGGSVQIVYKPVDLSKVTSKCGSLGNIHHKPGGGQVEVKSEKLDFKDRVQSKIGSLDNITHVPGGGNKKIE
#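 FP of Alexa 594-tau after heparin (20 uM) induction. Substrate: human K18 P301L, 15 uM unlabeled, 0.24 uM labeled. Buffer 100 mM sodium acetate pH 7. 6 hr, 37 C.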
# Tau fibril ThT: qHTS for Inhibitors of Tau Fibril Formation, Thioflavin T Binding; Microtubule-associated protein tau (Homo sapiens), P10636; recombinant tau K18 P301L (four-repeat tau fragment), heparin-induced fibrillization, ThT fluorescence; Potency, µM (titrated, usually from 57.4 µM), for the others: at the highest dose activity, negative = inhibition, most hits filed as inhibitors; 2.1% of 270,000 active; AID 1460, 2008; note: nearly all actives have a fitted effect of over 55% in size
#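 Heparin-induced (20 uM) aggregation of recombinant human K18 P301L tau, 15 uM unlabeled with 0.24 uM labeled, pH 7 acetate buffer, 6 hr at 37 C with compound. Fibrils quantified by 30 uM ThT fluorescence after 1 hr ambient incubation.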
# * marks the source's active call; other numbers are inactive results; i = inactive; ? = inconclusive; · = not tested or not shown; & = joins results of further samples; [ ] = remark or other dose. Unless noted, calls come from the whole dose curve; as a rule, active = well fitted curve in the direction sought with a large enough effect; inconclusive = small, poorly fitted or top-dose-only effect, or another doubt; inactive = no such curve, though single readings can be large; an effect the other way counts as inactive or inconclusive. Unless noted, % is set by controls: 0 for no effect and ±100 for the full control effect; potency is the fitted concentration of half-maximal effect. Not all compounds are listed (hit frequency here may not be typical).
SMILES,RECQ1 inh,GoLoco inh red,L3MBTL1 block,KDM4E inh,TRb-SRC2 inh,TR SRC2 fluor cs,Tau fibril FP,Tau fibril ThT
CO/N=C(\C(=O)N[C@@H]1C(=O)N2C(C(=O)O)=C(COC(C)=O)CS[C@H]12)c1csc(N)n1 (stereo in doubt),?,-28%&-11%,?,6%&-10%,1%&2%,0%&-4%,?,?
O=C(CCN1C(=O)/C(=C/c2ccccc2Cl)SC1=S)NNC(=O)c1cccnc1,-3%,-2%,-6%,5%,-6%,1%,14%,?
Cc1nn(C)c(C)c1/C=C1/SC(=S)NC1=O,13%,7%,·,-1%,-20%,0%,-3%,-14%
OC(COc1ccc2c(c1)OCO2)CN1CCCC1 (stereo unspecified),i,13%,2%,0%,2%,2%,4%,-3%
COc1ccc(N2CCN(C(=O)Cn3cnc4sc(C)c(S(=O)(=O)N5CCCCC5)c4c3=O)CC2)cc1,·,·,·,·,-2%,-1%,0%,-16%
Cc1ccc(NC(=O)C[n+]2cc(-c3ccccc3)n3c2CCC3)cc1,-1%,14%,0%,1%,2%,-2%,-9%,-12%
O=C(/C=C/c1ccco1)Nc1cccc(-c2nc3ccccc3[nH]2)c1,-2%,·,-12%,9%,-2%,-1%,-7%,-6%
O=C(O)COc1ccccc1/C=N/NC(=O)c1cccc(S(=O)(=O)Nc2cccc(Cl)c2)c1,i,-2%,-2%,-30%,4%,-1%,-5%,1%
Cc1ccc(Cl)cc1N1CCN(C(=O)C2CCN(S(C)(=O)=O)CC2)CC1,-1%,1%,16%,-3%,0%,-5%,-2%,-7%
O=S(=O)(c1ccc(Cl)nc1)N(Cc1ccccc1)Cc1ccccc1,-12%,3%,49%[activator],-5%,8%,-2%,-6%,-14%
O=C(Nc1ccccn1)c1ccc(Br)c(S(=O)(=O)N2CCCCC2)c1,-9%,35%[activator],6%,?,-7%,-1%,-3%,0%
CC(C)CN(Cc1cc(=O)oc2cc3c(cc12)CCCC3)CC(C)C,-1%,3%,-4%,2%,-10%,-2%,-7%,-17%
Cc1ccc2cccc(OC(=O)c3ccc4c(c3)OCCO4)c2n1,-15%,-1%,-1%,0%,3%,1%,-10%,-9%
CC(=O)Nc1cc2c(=O)n(Cc3ccccc3)c(C)nc2cc1N1CCOCC1,-3%,6%,5%,?,7%,0%,2%,-4%
Fc1cc(Cl)c(OCc2noc(-c3ccsc3)n2)c(Cl)c1,-2%,-5%,2%,-11%,9%,-1%,-12%,-12%
Cc1cccc(C)c1NC(=O)CS(=O)CC(=O)NCCCc1ccccc1 (stereo unspecified),-6%,3%,-5%,-1%,2%,-3%,7%,-6%
CN(C)CCNC(=S)Nc1ccc(Br)cc1,-1%,8%,0%,8%,-7%,1%,0%,4%
Cc1cc(NC(=O)CCN2C(=O)c3ccccc3C2=O)no1,6%,-16%,39%[activator],-1%,-20%,1%,-8%,6%
CCCOC(=O)c1c(NC(=O)C2c3ccccc3Oc3ccccc32)sc2c1CCC(C)C2 (stereo unspecified),·,·,·,·,-6%,-1%,?,-11%
Cc1cc(-c2nnc(CSc3nnc(NC(=O)c4ccc(C(C)(C)C)cc4)s3)o2)ccc1[N+](=O)[O-],-6%,10%,·,-3%,0%,-8%,6%,·

# Next section, starting with the last two of the part before.
SMILES,RECQ1 inh,GoLoco inh red,L3MBTL1 block,KDM4E inh,TRb-SRC2 inh,TR SRC2 fluor cs,Tau fibril FP,Tau fibril ThT
CCCOC(=O)c1c(NC(=O)C2c3ccccc3Oc3ccccc32)sc2c1CCC(C)C2 (stereo unspecified),·,·,·,·,-6%,-1%,?,-11%
Cc1cc(-c2nnc(CSc3nnc(NC(=O)c4ccc(C(C)(C)C)cc4)s3)o2)ccc1[N+](=O)[O-],-6%,10%,·,-3%,0%,-8%,6%,·
CC(C)CNC(=S)NNC(=O)c1ccco1,6%,6%,-17%,13%,-25%,1%,4%,8%
O=C(O)CSCC(=O)N1CCCN(c2nc3ccc(Cl)cc3s2)CC1,i,7%,-1%,3%,-2%,-3%,1%,-12%
CCn1c(C)nc2c(C)[n+](CC(=O)c3ccc(Br)cc3)ccc21,-4%,3%,1%,-12%,3%,-4%,9%,-6%
CC(C)On1c(SCC(=O)N(C)C)nc2ccccc2c1=O,-7%,7%,3%,7%,-5%,-3%,-2%,-3%
CC(C)C(=O)Nc1oc(-c2ccccc2)cc1C#N,i,3%,-5%,2%,-6%,-6%,-9%,-8%
O=C(COc1nsnc1N1CCOCC1)Nc1ccc(Cl)cc1,i,6%,-18%,-4%,0%,-2%,-3%,-6%
CCC(=O)Nc1ccc(/C(C)=N\NC(=O)c2ccc(OC)cc2)cc1,-12%,5%,3%,-10%,5%,-1%,-8%,-17%
Cc1ccc2cc(CCNC(=O)C(C)C)c(=O)[nH]c2c1,-19%,-10%,8%,?,-1%,-1%,-1%,-16%
Cc1nc2ncnn2c(C)c1CCC(=O)Nc1ccc(S(=O)(=O)N2CCCCCC2)cc1,2%,-2%,-5%,-4%,-3%,-1%,-8%,-15%
COc1ccc(CCNS(=O)(=O)c2ccc3c(c2)oc(=O)n3C)cc1OC,i,1%,17%,-4%,-2%,-5%,10%,0%
COC(=O)N/N=C/c1ccc(-c2cc(Cl)cc(Cl)c2)o1,i,4%,0%,-3%,-4%,-1%,11%,?
COc1ccc2nc(-c3ccccc3)cc(OC)c2c1,-10%,8%,13%,?,5%,2%,-4%,-8%
NC(=O)C1(N2CCCCC2)CCN(C(=S)Nc2ccc(F)cc2)CC1,-5%,3%,3%,6%,-7%,-2%,7%,0%
CCOC(=O)c1c(NC(=O)c2ccoc2C)sc2c1CCC2,i,13%,·,?,-1%,0%,-3%,-5%
CCc1ccnc(NS(=O)(=O)c2ccc3c(c2)CCO3)c1,-10%,-3%,5%,?,3%,-1%,-3%,-10%
COc1cccc(CNC(=O)CN(C)S(=O)(=O)c2cnc[nH]2)c1,2%,-3%,0%,-4%,1%,1%,1%,-15%
O=C(Nc1ncc2c(n1)CC(c1ccco1)CC2=O)c1ccco1 (stereo unspecified),16%,6%,·,-10%,1%,1%,3%,?
O=C(CSc1nnc(-c2cccnc2)n1Cc1ccco1)N1c2ccccc2Sc2ccccc21,-7%,-3%,·,-4%,0%,-2%,6%,?
COc1ccc(CN(C(=O)c2cc3ccccc3oc2=O)C2CCCC2)cc1,1%,-1%,0%,-2%,0%,0%,4%,-9%
CC(=O)Nc1ccc(S(=O)(=O)NCC2CCC(C(=O)NCCc3ccc(C)cc3)CC2)cc1 (stereo unspecified),·,·,·,·,-24%,?,-8%,-8%
O=C(NC1=NCCS1)c1cc(-c2ccc(F)cc2)nc2ccccc12,-13%,8%,-3%,3%,0%,0%,?,-7%
COc1cc2c(cc1OC)-c1cc(NC3CCCCC3)nc(=O)n1CC2,-2%,9%,-3%,?,-4%,-1%,-2%,-5%
O=C(/C=C/c1ccccc1)NCCC1=CCCCC1,-16%,-7%,12%,13%,-12%,-2%,3%,-10%
CCC1CN(C(=O)Nc2ccccc2F)c2cc(C)ccc2O1 (stereo unspecified),·,·,·,·,-3%,0%,-1%,0%
CC(C)[C@H](NC(=O)OC(C)(C)C)[C@@H](O)CC(=O)OC(C)(C)C,12%[11.5 µM],·,·,·,-1%[11.2 µM],2%[11.2 µM],-7%[11.6 µM],-18%[11.5 µM]
COc1ccc2c(c1OC)C(=O)N(C(C)C(=O)O)C2=O (stereo unspecified),-1%,7%,5%,?,0%,0%,-10%,-6%
N#CC1=C2SCCN2C(=O)C(C#N)C12CCCCC2 (stereo unspecified),-2%,·,-1%,3%,3%,0%,-2%,5%
CCn1ncc(Cl)c1C(=O)Nc1ccncc1,-1%,4%,4%,5%,2%,-5%,2%,0%
CCCNC(=O)Cn1c(=O)cc(C)c2c(C)nn(-c3cccc(F)c3)c21,·,·,·,·,1%,-14%,-11%,-2%
COc1cccc(-c2nc3cc(C)ccc3o2)c1,-9%,5%,125%[activator],?,-6%,-3%,-11%,-7%
CCn1c(SCc2ccc(C)cc2)nnc1-c1cnccn1,-10%,-3%,0%,-9%,-9%,-2%,7%,0%
Cc1cc(C)nc(SCc2nnc(SCc3ccc([N+](=O)[O-])cc3)n2Cc2ccco2)n1,-6%,-3%,-5%,-5%,8%,-2%,4%,-11%
Cc1cc(C)cc(-n2c(SCC(=O)NCc3ccc4c(c3)OCO4)nc3ccccc3c2=O)c1,-20%,19%,-7%,1%,-14%,-1%,-8%,-8%
c1ccc(Cn2nnc3c(Nc4ccc5c(c4)OCO5)nc(C4CC4)nc32)cc1,-13%,10%,?,?,-28%,2%,?,-16%
COc1ccc(CNC(=O)CN2C(=O)CC(c3ccccc3)=Nc3ccccc32)cc1,i,15%,-2%,-27%,?,?,-6%,-7%
Cc1noc(C)c1CSc1nnc(-c2cc(Cl)ccc2Cl)n1N,-10%,2%,-1%,5%,3%,-3%,-4%,-7%
O=C(O)c1cnn(-c2ccccc2)c1-c1ccccc1,-14%,8%,·,2%,5%,-1%,5%,-1%
CC(C)(C)c1nnc(NC(=S)Nc2ccccc2)s1,i,4%,-22%,-2%,3%,1%,-6%,-9%
Cc1ccccc1N1CCN(C(=O)CN2C(=O)c3ccccc3C2=O)CC1,1%,-7%,·,14%,8%,0%,11%,-4%
CCCc1cc(C(=O)Cc2nc3ccccc3s2)c(O)cc1O,i,2%,-2%,?,-2%,-2%,0%,25µM*

# Screens (PubChem)
